Compound activity (PubChem BioAssay)
HIV RNase H inh = HIV-1 RT RNase H inhibitors, primary screen, biochemical, fluorescence; RT-RNase H RNA/DNA duplex cleavage; inhibition, % at 10 µM; actives 1.9% (n = 65,000); AID 565, 2006; in the data active means inhibition above about 50%
RmlC RmlD mix = RmlC and RmlD coupled enzyme inhibitors, primary screen, biochemical, 384-well, compound mixtures, retest | RmlC/RmlD coupled enzyme inhibition, 384-well mixture HTS | inhibition, % at 5.5 µM | actives 0.39% (n = 110,000); in the data active means inhibition above about 30%, passing the limit was not always enough; further: strong numbers were not always called active
* = called active by the depositor; / = no result given. These rows are one share of the data; count on the stated rates, not on these rows.

SMILES | HIV RNase H inh | RmlC RmlD mix
O=C(NCc1ccco1)C(Cc1ccccc1)NS(=O)(=O)c1cccc2nsnc12 (centres undefined) | -17.7 | 28.4
CC(=O)Nc1ccccc1C(=O)OCc1ccc(C(=O)c2ccccc2)cc1 | / | 6.0
COc1cccc(CNC(=O)c2ccc(S(=O)(=O)N3CCCC3)cc2)c1 | / | 6.2
Cc1cc(C)n2nc(SCC#N)nc2n1 | 1.0 | -8.2
CCOC(=O)N1CCN(C(=O)CN(Cc2ccccc2)S(=O)(=O)c2ccc(OC)c(C)c2)CC1 | 5.0 | -6.0
CCN1C(=O)N[C@@H](c2cccc(F)c2)C(C(C)=O)=C1C | / | 4.1
Cc1ccccc1N(CC(=O)N1CCN(c2ccccc2)CC1)S(C)(=O)=O | / | -12.3
CC1CC2(CC(C)(C(=O)CSc3n[nH]c(-c4ccccc4Cl)n3)OC2=O)C(=O)O1 (centres undefined) | 3.6 | -5.4
CCCCCCC(=O)NC(Nc1ccc(S(N)(=O)=O)cc1)C(Cl)(Cl)Cl (centres undefined) | / | -5.0
CCCn1nnc(NC(=O)c2ccc(OC)cc2)n1 | / | 8.1

Some of the entries so far, with each value named.
> Cc1cc(C)n2nc(SCC#N)nc2n1
  HIV RNase H inh: 1.0 | RmlC RmlD mix: -8.2
> CCOC(=O)N1CCN(C(=O)CN(Cc2ccccc2)S(=O)(=O)c2ccc(OC)c(C)c2)CC1
  HIV RNase H inh: 5.0 | RmlC RmlD mix: -6.0
> CCN1C(=O)N[C@@H](c2cccc(F)c2)C(C(C)=O)=C1C
  HIV RNase H inh: / | RmlC RmlD mix: 4.1

Additional records
SMILES | HIV RNase H inh | RmlC RmlD mix
O=C(C1CCCO1)N1CCc2ccccc21 (centres undefined) | -5.3 | -0.2
CC1CCC(C(=O)NC(C(=O)NCCN2CCC(C)CC2)C(C)C)CC1 (centres undefined) | -3.6 | -9.6
CC(C)Cn1nc(NC(=O)C2CCCO2)c2cc3ccccc3nc21 (centres undefined) | -0.4 | /
COc1ccc(/C(C#N)=C/c2c(-c3ccc(Cl)cc3)nc3c(C)cccn23)cc1 | / | 11.7
CCOC(=O)C1(CCCCCCOc2ccc(Cl)cc2)CO1 (centres undefined) | / | -11.3
Cc1ccccc1N1C(=O)c2ccccc2C1Nc1cccnc1 (centres undefined) | -7.0 | 6.0
CC(C)OC(=O)CC12CN(C)CC(CC(=O)OC(C)C)(CN(C)C1)C2=O | / | 2.0
CC(=O)Nc1ccc(-c2nn[nH]n2)cc1Cl | -14.4 | -14.6
CC(=O)Nc1cc2c(cc1NC(=O)Cn1nc(-c3ccccc3F)ccc1=O)OCCO2 | -28.0 | -7.4
CN(C)c1ccc(C=C2C(=O)OC(C)(C(C)(C)C)OC2=O)cc1 (centres undefined) | / | 1.8

Another view of part of the listing above:
SMILES,HIV RNase H inh,RmlC RmlD mix
CC(C)Cn1nc(NC(=O)C2CCCO2)c2cc3ccccc3nc21 (centres undefined),-0.4,/
COc1ccc(/C(C#N)=C/c2c(-c3ccc(Cl)cc3)nc3c(C)cccn23)cc1,/,11.7

(next part)
SMILES | HIV RNase H inh | RmlC RmlD mix
Cc1ccc(/C(CSc2nccn2-c2ncc(C(F)(F)F)cc2Cl)=N\O)cc1 | / | 10.6
N#CCCN1CCN(S(=O)(=O)c2ccc(S(=O)(=O)NCc3ccccc3)cc2)CC1 | 0.2 | -11.0
O=C(O)C1CCCCC1C(=O)NCc1ccccc1 (centres undefined) | / | -8.6
CCN(CCCNC(=O)CN1C(=O)COc2ccccc21)c1ccccc1 | 6.4 | 4.1
CC1(C)N=C(N)NC(Nc2ccccc2)=N1 | / | -9.4
Cc1cc(C)n2nc(SCc3cc(=O)n4c(C)cccc4n3)nc2n1 | -3.0 | /
CCNc1nc2c(c(=O)[nH]c(=O)n2C)n1CC(C)C | -2.0 | 8.6
O=C(c1cc2ncc(Br)cn2n1)N1CCOCC1 | -0.9 | -6.0
O=C(NCc1ccccc1)N1CCN(c2ccc(F)cc2)CC1 | / | -9.8
O=c1[nH]c2ccccc2n1C1=CCCC1 | -10.5 | -8.0

Some of the entries above in a different format.
Molecule	HIV RNase H inh	RmlC RmlD mix
Cc1cc(C)n2nc(SCc3cc(=O)n4c(C)cccc4n3)nc2n1	-3.0	/
O=C(c1cc2ncc(Br)cn2n1)N1CCOCC1	-0.9	-6.0
N#CCCN1CCN(S(=O)(=O)c2ccc(S(=O)(=O)NCc3ccccc3)cc2)CC1	0.2	-11.0

Next part:
SMILES | HIV RNase H inh | RmlC RmlD mix
Cc1ccc(-c2nc(CSCC(=O)Nc3cc(C)on3)c(C)o2)cc1 | / | 9.5
C=CCNC(=O)c1onc(CSc2ccc(F)cc2)c1C(=O)O | / | 7.6
Cc1cccc(-n2ncc3c(Nc4c(C)n(C)n(-c5ccccc5)c4=O)ncnc32)c1 | 1.0 | -10.5
COc1cccc(-c2nnc3sc(C4CCCCC4)nn23)c1 | -64.3 | 6.3
CN1CCN(CCC(=O)Nc2ccc(F)c(F)c2)CC1 | 6.6 | -6.6
Cc1nc(SCC(=O)Nc2c(C)n(C)n(-c3ccccc3)c2=O)nc(C)c1C | / | -8.4
Cc1ccnc(N2CCC(C(=O)NCc3ccc4c(c3)OCO4)CC2)n1 | -2.8 | -10.8
CC1CCCCN1c1nnc(NC(=O)c2cc(-c3ccc(Br)cc3)on2)s1 (centres undefined) | / | 4.0
CCOC(=O)c1[nH]c(C)c(C(=O)Nc2ccccc2F)c1C | -13.3 | /
Cc1noc(NS(=O)(=O)c2ccc(NC(=O)COc3ccccc3)cc2)c1C | -2.0 | -8.5
COc1ccc(CC(=O)Nc2cccc(C(=O)O)c2C)cc1 | 3.9 | -5.4
O=C(NCc1ccco1)c1nc(-c2ccccc2)n(-c2ccccc2)n1 | -41.5 | 30.3
O=C(NC1CCCC1)C(c1ccccn1)N(C(=O)c1csnn1)C1CCCC1 (centres undefined) | / | -1.6
CCN1CCCC1CNC(=O)c1ccc2c(=O)n(CCOC)c(=O)[nH]c2c1 (centres undefined) | -14.4 | -4.1
c1ccc(-c2nc3ccccc3nc2-c2ccccn2)nc1 | -7.9 | -2.6
Nc1ccccc1S(=O)(=O)c1ccccc1N | -2.5 | -8.4
Cc1cc(C(=O)OCC(=O)c2c(N)n(C)c(=O)n(C)c2=O)c(C)n1-c1ccccc1 | -16.1 | 8.1
O=C1c2ccccc2C(=O)N1Cc1nc2ccccc2c(=O)n1Cc1ccco1 | 15.1 | -1.4
FC(F)(F)c1cc(-c2cccs2)nc(NCc2ccco2)n1 | -10.5 | 2.4
O=C(NCCN1CCN(c2ccccc2)CC1)C1CCCN(S(=O)(=O)c2cnc[nH]2)C1 (centres undefined) | -0.9 | 3.4
Cc1ccc(-n2c(C)cc(C(=O)OCC(=O)N(CC(C)C)C3CCS(=O)(=O)C3)c2C)cc1 (centres undefined) | 0.6 | 0.9
CCOc1ccc(-n2nnc3c(=O)n(C/C=C/c4ccccc4)cnc32)cc1 | / | 5.1
CC(C)n1c(Nc2ccccc2)nc2ccccc21 | -2.7 | 1.4
COc1ccc(CSc2nc(CSC)cc(N3CCOCC3)n2)cc1 | / | -7.3
CCOc1ccc(Cn2c(SCCCCC#N)nc3c2c(=O)n(C)c(=O)n3C)cc1OCC | 29.2 | 2.0
Cc1cccc(C(=O)N2CCC(c3nc(-c4ccc(S(=O)(=O)N5CCOCC5)cc4)no3)CC2)c1 | / | -1.0
CSc1nc(N(CCO)CCO)c2sc3nc(-c4ccco4)c4c(c3c2n1)CCC4 | 56.4* | -9.0
COC(=O)COc1ccc(S(=O)(=O)N2CCN(c3ccccc3F)CC2)cc1 | -31.4 | -2.8
CN1CC2([N+](=O)[O-])CC=C(Oc3ccccc3)C([N+](=O)[O-])(C1)C2 (centres undefined) | / | 6.1
CCOC(=O)c1cnc(-n2nc(C)cc2C)nc1-n1nc(C)cc1C | -5.9 | 3.1
COc1ccc(C(CC(=O)O)NC(=O)COc2ccccc2OC)cc1OC (centres undefined) | -14.5 | -10.6
Cc1ccccc1NC(=O)CSc1nc2c(c(-c3ccco3)c1C#N)CCCC2 | 58.6* | -25.9
COc1ccc2[nH]c(=O)c(CN(Cc3ccccc3OC)Cc3nnnn3CC3CCCO3)cc2c1 (centres undefined) | -1.6 | -9.4
O=C1C=C(c2ccccc2)OC(=O)C1C(=O)c1ccccc1 (centres undefined) | / | -9.6
O=S1(=O)C=C(Oc2ccc3ccccc3c2)c2ccccc21 | / | -8.8
COCCn1c(SCC(=O)c2ccc(CNC(C)=O)o2)nc2ccccc2c1=O | -6.3 | 9.2
CCOc1ccccc1NC(=O)C12CC3CC(C1)CC(c1ccc(C)cc1)(C3)C2 | / | 6.9
Cc1ccc(N2CC(C(=O)Nc3ccc(S(=O)(=O)N4CCCC4)cc3)CC2=O)cc1 (centres undefined) | 2.8 | -9.9
C/C=C(\C)C(=O)NCCN1C2=NC[C@H](Cc3ccccc3)N2C[C@H]1Cc1ccc(O)cc1 | / | 0.9
CCOC(=O)N1CCN(Cc2nc(N)nc(Nc3ccc(Oc4ccccc4)cc3)n2)CC1 | -0.5 | -0.7
COc1cc2c(C(=O)NCc3ccc4c(c3)OCO4)cn(CC(C)C)c(=O)c2cc1OC | -26.5 | -5.5
Cc1ccc(-c2noc(C3CCCN(S(=O)(=O)c4ccc(S(=O)(=O)N(C)C)cc4)C3)n2)o1 (centres undefined) | / | 10.5
OC(Cn1cncn1)c1ccc(Cl)cc1Cl (centres undefined) | -2.1 | -56.0
CCOc1ccc(-c2nc(-c3cccnc3)no2)cc1OCC | / | 4.0
CC(C(=O)O)N1C(=O)CSc2ncccc21 (centres undefined) | -8.5 | -9.5
Clc1ccc2c(c1)C(c1cccs1)=NNC(c1cccnc1)=N2 | / | -2.1
COc1ccc(-c2nnc3sc(-c4c(OC)cccc4OC)nn23)cc1 | 2.0 | /
COc1cc(NC(=O)C2CC(=O)NC3=C2C(=O)CC(C)(C)C3)c(OC)cc1Cl (centres undefined) | 1.1 | -11.7
Cc1c(C(=O)NNc2cc(=O)n(C)c(=O)n2C)cccc1[N+](=O)[O-] | / | 6.6
COc1ccc2nc(NC(=O)CSc3ccccc3)sc2c1 | / | -11.2

Later entries:
SMILES | HIV RNase H inh | RmlC RmlD mix
Cc1nc2ccccc2n1-c1ccccc1 | -12.7 | -11.4
O=C(Nc1nnc(SCC(=O)N2CCCCC2)s1)C1CCCCC1 | 46.5 | 8.2
O=C(CN1C(=O)CCC1=O)Nc1ccc(S(=O)(=O)N2CCOCC2)cc1 | -11.6 | /
COc1ccccc1NS(=O)(=O)c1ccc(C)c(C(N)=O)c1 | 3.2 | -8.4
COCCn1nnnc1CN(CCCN1CCOCC1)Cc1cc2c(C)ccc(C)c2[nH]c1=O | -5.5 | -1.5
O=c1ccc(-c2ccccc2)n[nH]1 | / | -16.8
CC1Cc2ccccc2N1C(=O)CCN1C(=O)C2C3C=CC(C3)C2C1=O (centres undefined) | 1.2 | -2.4
CCCNS(=O)(=O)c1ccc(CCC(=O)NCC2CCCO2)cc1 (centres undefined) | -1.4 | 3.9
CC(=O)Nc1ccc(S(=O)(=O)N2CCN(C(=O)CCC3CCCC3)CC2)cc1 | -0.2 | 1.7
O=C1C2C3C=CC(CC3)C2C(=O)N1/N=C/c1ccc(O)cc1 (centres undefined) | / | 9.2

Structural class: the compounds so far with a cyano group
SMILES | HIV RNase H inh | RmlC RmlD mix
Cc1cc(C)n2nc(SCC#N)nc2n1 | 1.0 | -8.2
COc1ccc(/C(C#N)=C/c2c(-c3ccc(Cl)cc3)nc3c(C)cccn23)cc1 | / | 11.7
N#CCCN1CCN(S(=O)(=O)c2ccc(S(=O)(=O)NCc3ccccc3)cc2)CC1 | 0.2 | -11.0
CCOc1ccc(Cn2c(SCCCCC#N)nc3c2c(=O)n(C)c(=O)n3C)cc1OCC | 29.2 | 2.0
Cc1ccccc1NC(=O)CSc1nc2c(c(-c3ccco3)c1C#N)CCCC2 | 58.6* | -25.9

Later entries.
SMILES | HIV RNase H inh | RmlC RmlD mix
COc1ccc(S(=O)(=O)N(CC(=O)Nc2cccnc2)c2ccccc2OC)cc1 | / | 6.6
COc1cc(/C=N\n2nnnc2N)ccc1OCc1ccc(F)cc1 | -18.6 | 7.2
c1cncc(C2CCCN2)c1 (centres undefined) | / | -9.2
COc1ccc(-c2ccccc2)c2oc(-c3ccco3)cc(=O)c12 | / | 4.5
Brc1c(OCCOCCn2cncn2)ccc2ccccc12 | -36.6 | 3.8
COc1cc(NC(=O)Cn2c(-c3cncs3)nc3ccccc32)cc(OC)c1OC | -6.6 | 23.2
COc1ccccc1N(CN1CCCC1=O)C(=O)c1ccccc1F | -0.9 | 6.0
Cc1ccc(C)c(-n2c(SCC(=O)Nc3nonc3C)nnc2-c2ccoc2C)c1 | -4.6 | 3.4
Cc1ccc(OCC(=O)N(Cc2ccc(N(C)C)cc2)C2CCS(=O)(=O)C2)cc1 (centres undefined) | 1.8 | -7.8
Cc1cc(C)cc(OCC(=O)Nc2cccc(C(=O)O)c2)c1 | / | -12.1
CC(C)C(C(=O)N1CCN(C(=O)OC(C)(C)C)CC1)n1cc(-c2cn([C@@H](C)C(=O)N3CCN(C(=O)OC(C)(C)C)CC3)nn2)nn1 (some centres undefined) | / | -9.6
O=C(c1ccccc1)N1CCN(CC2CC=CCC2)CC1 (centres undefined) | 7.7 | 15.4
COn1c(=O)c(-c2ccc(Cl)cc2)[n+]([O-])c2ccccc21 | 17.6 | 1.4
COc1cccc(-c2nc(N3CCC(C)CC3)c3ccccc3n2)c1O | -9.5 | -11.3
Cc1cc(=O)oc2cc3c(cc12)OCCN3 | -5.9 | 107.0
O=C(c1cc2ccccc2cc1OCC(O)CN1CCCCC1)N1CCCCC1 (centres undefined) | -1.8 | 9.5
CCCc1cc(=O)[nH]c(SCC(=O)NC2CCCCC2)n1 | -9.6 | -5.7
O=C(Nc1nccs1)C1CCN(S(=O)(=O)c2cccnc2)CC1 | -4.5 | -9.3
c1ccc(Nc2ncnc3sc4c(c23)CCC4)cc1 | / | -10.2
Cc1ncc(CO)c2c1OC(C)(C)OC2 | -4.0 | -10.5
COc1ccc(N2CCN(Cc3cc4c(cc3O)CCC4)CC2)cc1 | / | -9.6
Cc1ccccc1NC(=O)Nc1ccccc1Br | / | -3.7
CC(C)CCn1c(=S)[nH]c2ncccc2c1=O | -1.0 | /
